Screening data from PubChem.
FLuc inhib CS – counter-screen for luciferase assay inhibitors: firefly luciferase inhibition | P08659 | ATPLite firefly luciferase biochemical luminescence, 10 min | inhibition, % at 10 µM | 200,000 tested, 1.5% active | AID 1006;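 active means inhibition above about 50% when tested at 10 µM, limit read from the data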
Target sequence (P08659 whole entry, looked up): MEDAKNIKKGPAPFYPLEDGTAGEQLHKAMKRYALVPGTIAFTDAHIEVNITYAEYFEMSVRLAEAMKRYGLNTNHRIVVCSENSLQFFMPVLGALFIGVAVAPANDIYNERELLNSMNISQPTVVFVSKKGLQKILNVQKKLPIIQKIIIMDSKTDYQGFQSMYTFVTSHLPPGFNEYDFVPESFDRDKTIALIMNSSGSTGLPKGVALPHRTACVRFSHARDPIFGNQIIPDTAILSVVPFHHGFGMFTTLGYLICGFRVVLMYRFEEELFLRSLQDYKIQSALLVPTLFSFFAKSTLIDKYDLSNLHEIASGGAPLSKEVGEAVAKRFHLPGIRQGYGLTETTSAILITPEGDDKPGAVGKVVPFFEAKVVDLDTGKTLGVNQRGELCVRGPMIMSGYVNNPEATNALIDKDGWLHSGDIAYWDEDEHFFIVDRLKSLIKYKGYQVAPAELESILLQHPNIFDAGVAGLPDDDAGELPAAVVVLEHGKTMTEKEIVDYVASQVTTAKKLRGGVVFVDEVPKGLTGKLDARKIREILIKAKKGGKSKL
NF-kB expr up – compounds increasing NF-kB expression in human neuronal cells | fold change at 12.5 µM | 190,000 tested, 1.6% active | AID 1239 | NF-kB reporter expression; stronger effect = higher value; in the data active means fold change above about 3.3
APP 5'UTR act – activates APP 5'UTR luciferase reporter; SH-SY5Y APP 5'UTR luciferase reporter, luminescence; zero percent = DMSO vehicle wells; activation, % at 2 µM; 190,000 tested, 1% active; AID 1276;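 active means activation above a set limit, based on mean plus 3 SD of controls, cut at about 140% in these data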; further: values of inactives mirror those of a sister screen read the other way
bIAP activator – intestinal alkaline phosphatase (bovine) activation | AID 1016 | purified bovine IAP, CDP-star luminescence, 30 min; stronger effect = higher value; fold of DMSO-control signal, blank-subtracted | 200,000 tested, 0.17% active | activation factor at 20 µM;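 active means activation factor of 2 or more at 20 µM, a signal rise over negative controls twice the positive control's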
FLuc act counter – affects firefly luciferase, flagging false hits in luciferase stimulation screens; 200,000 tested, under 10 active; ATPlite luciferase biochemical, luminescence, 10 min; 0 = ATP-free wells, 1 = DMSO control; P08659; AID 1027; activation factor at 10 µM;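 active means luciferase activation factor, scaled between plate controls, of at least 2 with compound at 10 µM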
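Material: luciferase plus luciferin reagent, cell-free. Medium: PBS buffer for ATP. Also added: ATP substrate, dispensed from a 10.24 µM working solution in PBS. Doses: test compounds dosed from 2 mM stocks in 100% DMSO. Incubation: 10 min post-reagent at room temperature. Technique: light output (luminescence). Read-out basis: luminescence gain marking luciferase activators.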
TNAP act hiacc – activators of human TNAP at high phosphate acceptor concentration; P05186; purified TNAP, CDP-star luminescence, 1 M DEA, 30 min; stronger effect = higher value; 0 = EDTA background, 1 = DMSO-only activity; activation factor at 20 µM; 200,000 tested, under 10 active; AID 1136;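 active means activation factor at least 2 at 20 µM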
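Dosing: 20 µM single point. System: human TNAP. Amount: TNAP 1/800 final. Incubation: 30 min, room temperature. Read-out: TNAP activation factor scaled between EDTA and DMSO control wells. Signal: luminescence from CDP-star hydrolysis. Medium: 1 M DEA, pH 9.8, Mg2+, Zn2+. Control set: EDTA negative control, DMSO positive control.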
PMI activator – phosphomannose isomerase (human) activation; activation factor at 20 µM; P34949; 190,000 tested, 0.005% active; purified human PMI, coupled resazurin fluorescence, 20 min; stronger effect = higher value; 1 = vehicle control, 0 substrate-free wells; AID 1214;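 active means activation factor of 2 or more at 20 µM, relative to plate controls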
Target sequence (P34949 whole entry, looked up): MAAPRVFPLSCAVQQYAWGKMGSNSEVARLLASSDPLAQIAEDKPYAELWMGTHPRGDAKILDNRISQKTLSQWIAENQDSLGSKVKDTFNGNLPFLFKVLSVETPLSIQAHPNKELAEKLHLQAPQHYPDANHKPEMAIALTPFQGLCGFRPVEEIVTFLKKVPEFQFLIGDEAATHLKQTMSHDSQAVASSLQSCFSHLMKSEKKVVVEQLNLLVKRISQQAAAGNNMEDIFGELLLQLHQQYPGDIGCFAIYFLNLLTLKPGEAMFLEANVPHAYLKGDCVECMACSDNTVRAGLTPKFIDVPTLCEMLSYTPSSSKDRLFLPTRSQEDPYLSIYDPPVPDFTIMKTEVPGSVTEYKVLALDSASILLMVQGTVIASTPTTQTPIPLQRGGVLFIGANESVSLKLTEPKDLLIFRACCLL
TNAP inh hiacc – inhibitors of human TNAP at high phosphate acceptor concentration | P05186 | purified TNAP, CDP-star luminescence, 1 M DEA | inhibition, % at 20 µM | 200,000 tested, 0.03% active | AID 1135;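 active means over 50% inhibition of tissue-nonspecific alkaline phosphatase at 20 µM in the single-dose screen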;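 further: plate controls were DMSO wells for no effect and EDTA-quenched wells as full inhibition for full effect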
PMI act satM6P – activators of human phosphomannose isomerase at near-saturating mannose 6-phosphate; P34949; coupled PMI enzyme assay, resazurin fluorescence, 20 min; stronger effect = higher value; 1 = untreated enzyme, 0 = substrate-free blank; activation factor at 20 µM; 190,000 tested, 0.34% active; AID 1216;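 active means activation factor of 2 or more at 20 µM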
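Material: human phosphomannose isomerase with PGI, G6PDH, diaphorase coupling enzymes / Reagent: Man-6-P substrate 1.0 mM / Dosing: single compound dose of 20 µM, 1% DMSO final / Incubation: enzyme reaction with compound 20 min at room temperature / Signal: resorufin fluorescence (Ex 544/Em 590 nm) from resazurin via diaphorase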
TNAP inh no acc – TNAP (human) inhibition, acceptor-free conditions | P05186 | purified TNAP, CDP-star luminescence, 30 min | inhibition, % at 20 µM | 200,000 tested, 0.26% active | AID 1012;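 active means tissue-nonspecific alkaline phosphatase inhibition above about 50% at 20 µM in the single-dose screen, limit read from the data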;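 further: 0% = DMSO negative control and 100% = EDTA positive control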
* hit, by the source's call; . = not tested or not shown.

SMILES	FLuc inhib CS	NF-kB expr up	APP 5'UTR act	bIAP activator	FLuc act counter	TNAP act hiacc	PMI activator	TNAP inh hiacc	PMI act satM6P	TNAP inh no acc
Cc1ccc(NC(=O)Cn2cc(C(F)(F)F)cc(Cl)c2=O)cc1Cl	-4	.	9	1	1	1	1	-2	1	-14
Cc1ccc(C(=O)Nc2cccc(C(=O)O)c2)cc1S(=O)(=O)N1CCCCC1	49	1.8	104	1.1	0.5	1	1	-2	1	-10
COC(=O)c1cc([N+](=O)[O-])c(-n2cncn2)c([N+](=O)[O-])c1	-2	1.1	16	0.9	1	1	.	3	.	-5
O=C(NCc1ccco1)c1cc2n(n1)C(C(F)(F)F)CC(c1ccc(F)cc1)N2 (configuration not stated)	-4	0.98	-19	0.9	1	1.1	0.9	-5	0.9	-11
CC(C)c1ccc(N(CC(=O)NCc2ccc(F)cc2)C(=O)c2csnn2)cc1	-3	0.83	14	1	1	1.1	0.9	-5	0.9	-11
O=[N+]([O-])c1ccc(C(=S)N2CCN(Cc3ccccc3)CC2)cc1	-4	1.1	0	1	1	1	0.9	3	0.9	-5
O=C(NCC(=O)N(c1ccccc1)C(C(=O)NC1CCCCC1)c1cccnc1)c1cccs1 (configuration not stated)	-8	1.3	-6	1.1	1.1	1.1	1	-5	1	1
CC(C)(C)n1nnnc1C(c1cccs1)N(Cc1cccnc1)Cc1ccco1 (configuration not stated)	-9	1	-7	0.9	1.1	1	0.8	-4	0.8	-2
CCN1C(=O)c2ccccc2S(=O)c2ccc(C(=O)N3CCN(C(=O)c4ccco4)CC3)cc21 (configuration not stated)	-5	1.2	13	0.9	1.1	1	0.8	-2	0.8	-14
Clc1ccc(Cc2noc(CN3CCN(c4ccccc4)CC3)n2)c(Cl)c1	-2	0.82	-13	1	1	1	0.7	-4	0.8	-8
CCCc1cc(C(=O)NCc2cccs2)no1	0	1.5	8	0.9	1	1	1	0	1	-5
COc1ccccc1OCCc1nnc(N)s1	-5	0.94	.	0.9	1	1	1	-2	1	-8
Clc1ccc(-c2noc(CCCOc3ccccc3)n2)cc1	-4	1	-7	0.9	1	1	0.9	1	1	-8
Cc1c(N=Cc2ccc(O)c(Br)c2)cccc1[N+](=O)[O-]	9	1.1	3	1.1	0.9	1	1.1	-1	0.9	0
CCOC(=O)C1(Cc2cccc(OC)c2)CCN(Cc2cnc(N)nc2)CC1	-5	1	12	1.2	1.1	1.1	0.9	-5	1	-8
COc1cccc(C(=O)N(Cc2cc3cc(C)ccc3[nH]c2=O)CC2CCCO2)c1 (configuration not stated)	0	0.94	2	1	1	1.1	1	-5	1	-7
CSC1=N/C(=C\c2c(F)cccc2Cl)C(=O)S1	6	1.1	7	1	0.9	1	1	1	0.9	6
CC(=O)Nc1cccc(NC(=O)C2CCCN2C(=O)Nc2cccc(F)c2)c1 (configuration not stated)	-8	0.93	-17	1	1.1	1	1	-4	1	-1
O=C(Nc1nc(-c2ccccc2)cs1)C1CCCN(S(=O)(=O)c2ccccc2)C1 (configuration not stated)	-4	0.64	-3	1	1	1.1	0.9	-10	1	-17
CC1(C)Cc2ccccc2C(/C(=N/O)C(N)=O)=N1	-6	1	21	1	1.1	1	1	-3	0.9	-8

In a second layout: results already given.
> Cc1c(N=Cc2ccc(O)c(Br)c2)cccc1[N+](=O)[O-]
- FLuc inhib CS: 9
- NF-kB expr up: 1.1
- APP 5'UTR act: 3
- bIAP activator: 1.1
- FLuc act counter: 0.9
- TNAP act hiacc: 1
- PMI activator: 1.1
- TNAP inh hiacc: -1
- PMI act satM6P: 0.9
- TNAP inh no acc: 0
> CCOC(=O)C1(Cc2cccc(OC)c2)CCN(Cc2cnc(N)nc2)CC1
- FLuc inhib CS: -5
- NF-kB expr up: 1
- APP 5'UTR act: 12
- bIAP activator: 1.2
- FLuc act counter: 1.1
- TNAP act hiacc: 1.1
- PMI activator: 0.9
- TNAP inh hiacc: -5
- PMI act satM6P: 1
- TNAP inh no acc: -8
> COc1cccc(C(=O)N(Cc2cc3cc(C)ccc3[nH]c2=O)CC2CCCO2)c1 (configuration not stated)
- FLuc inhib CS: 0
- NF-kB expr up: 0.94
- APP 5'UTR act: 2
- bIAP activator: 1
- FLuc act counter: 1
- TNAP act hiacc: 1.1
- PMI activator: 1
- TNAP inh hiacc: -5
- PMI act satM6P: 1
- TNAP inh no acc: -7

Remaining list, next part:
SMILES	FLuc inhib CS	NF-kB expr up	APP 5'UTR act	bIAP activator	FLuc act counter	TNAP act hiacc	PMI activator	TNAP inh hiacc	PMI act satM6P	TNAP inh no acc
Cc1sc(NC(=O)CN(Cc2ccccc2)C(=O)C2CC2)c(C(N)=O)c1C	-7	0.96	23	1	1.1	1.1	0.9	-7	1	-14
Cc1cc(C(=O)COC(=O)Cc2n[nH]c(=O)c3ccccc23)c(C)n1-c1ccc2c(c1)OCO2	-10	0.68	1	0.9	1.1	1	0.9	-1	0.8	6
CCCN1CCN(C(=O)Cn2c(=O)oc3cc(S(=O)(=O)NCc4ccccc4)ccc32)CC1	-5	0.94	-7	1	1	1	1	-2	1	-18
CCOC(=O)C1CCN(c2ncnc3c2oc2ccc(Br)cc23)CC1	-3	1.2	10	1	1	1	0.9	0	1	-5
O=C(O)c1ccc(CSc2nnc(Cc3ccccc3)o2)cc1	-4	0.97	.	0.9	1	1.1	1	-8	1	-19
CN(C)/C=N/C(=S)Nc1ccc(Br)cc1F	7	2.2	6	1	0.9	1.1	0.8	-8	0.8	-7
OCCC1CN(Cc2cccn2-c2ccccn2)CCN1C1CCCCC1 (configuration not stated)	-4	.	21	1.2	1	1.1	0.9	-5	0.8	-6
N/C(Cn1cncn1)=N\NC(=O)C(=O)Nc1ccccc1	0	0.98	-9	1.2	1	1	1	-5	0.9	-50
COc1ccc(C(=O)NCc2nnc(SCC(=O)Nc3cc(C)cc(C)c3)o2)cc1OC	-6	1.3	29	1.1	1.1	1	0.8	-4	0.8	-17
C/C(CCS(=O)(=O)c1ccccc1)=N/O	4	1.1	-3	1.1	1	1	1	-1	1	-5
Cc1nn(-c2ccccc2)c2c1C1(C(=O)N(C)c3ccccc31)N(c1ccccc1)C(=O)N2 (configuration not stated)	1	1.4	9	1.1	1	1	0.9	1	0.9	-3
COc1ccc(C(=O)Nc2cc3c(cc2C#N)OCO3)cc1S(=O)(=O)N1CCN(C)CC1	-6	1.4	-3	0.9	1.1	1	0.9	-2	0.9	0
CSc1nc2nc(C)cc(-c3ccccc3)n2n1	-8	1.1	.	1	1.1	1	1	0	1	-8
CCc1nnc(NC(=O)c2ccc(S(=O)(=O)NCC(C)C)cc2)s1	1	1.4	14	0.9	1	1.1	0.9	-5	0.9	-15
CCOC(=O)c1[nH]c(=O)[nH]c1CSc1nc(C)cc(C)n1	0	1.1	1	1.3	1	1	1.2	1	1.5	-2
Cc1ccc2cc(CN(C(=O)c3ccco3)c3ccccc3C)c(=O)[nH]c2c1	-8	1	6	1	1.1	1.1	1.1	-5	1	6
CCN(CC(=O)Nc1cccc(C(C)=O)c1)S(=O)(=O)c1ccc(OC)cc1	-9	0.88	3	0.9	1.1	1.1	0.9	-6	0.9	-9
O=C(NNC(=O)c1cc(-c2ccccc2)nc2ccccc12)Nc1cccc(Cl)c1	-6	0.68	-8	1.1	1.1	1	0.9	-2	0.9	-2
CC(=O)Nc1nonc1-n1nnc(C(=O)NCc2ccccc2)c1C	-1	0.82	-12	1.1	1	1	0.9	-4	1	-10
COc1cc(C(=S)N2CCN(C)CC2)ccc1OCC(=O)NCc1ccccc1	-4	1.1	2	1.1	1	1	1	2	1	-6
CCN1CCN(C(=O)c2ccc(C(F)(F)F)cc2)CC1	-7	.	15	1	1.1	1	1	-4	1	-10
Fc1ccc(NC(=S)NCc2cccs2)cc1	2	1.1	-3	0.9	1	1	0.9	-1	1	-8
CCCN(CCC)CCCNS(=O)(=O)c1ccc2c(c1)oc(=O)n2C	-10	0.98	10	1	1.1	1	0.9	-3	1	-2
CC(C)NS(=O)(=O)c1ccc(OCC(=O)Nc2ccccc2F)cc1	-7	1.1	17	0.8	1.1	1.1	1	-8	1	-6
COc1cc(C(=O)N2CCC(n3c(C)nc4cc(F)ccc43)CC2)cc(OC)c1OC	-6	1.1	-3	1.1	1.1	1.1	1.1	-6	1.1	2
Cc1nn(CC(C)C)c(=S)[nH]c1=O	-3	1.1	10	0.9	1	1	0.9	-1	0.9	-8
CC(C)[C@H](N)c1nnc(SCC(=O)c2ccc(Cl)cc2)o1	-3	1.4	4	1	1	1	1	-4	1.1	2
Cc1ccc(-c2cc(C(=O)NCc3cccnc3)no2)cc1	15	2.4	18	0.9	0.8	1	0.9	-4	0.9	4
CC(=O)OCC1OC(n2ccc3ccccc32)C(OC(C)=O)C(OC(C)=O)C1OC(C)=O (configuration not stated)	-4	1.2	-3	1	1	1	1	0	1	5
CCN1C(=O)/C(=C/c2cnn(C)c2C)SC1=S	-1	0.97	-6	0.9	1	1	0.9	4	0.9	-2
O=C(Nc1cnccn1)Nc1ccc(Cl)cc1Cl	-6	1.3	33	0.9	1.1	1	1.1	0	1.2	-7
N#Cc1c(C(F)(F)F)cc(-c2ccccc2)nc1SCCN1CCOCC1	-2	0.85	4	1	1	1	0.9	0	0.9	-4
O=C(O)c1cn(-c2ccc(F)c(F)c2)c2c(F)c(F)c(F)c(F)c2c1=O	-9	1.3	3	0.9	1.1	1.1	1	-6	1	1
COc1cc2c(cc1NS(=O)(=O)N1CCCCC1)oc1ccccc12	-1	0.86	-7	0.9	1	1	0.7	-3	0.8	-1
COc1cc(/C=C(\C#N)C(=O)NCC2CCCO2)c([N+](=O)[O-])cc1OC (configuration not stated)	-2	1.2	18	1	1	1	0.8	-2	0.7	-7
CCOc1ccc(C(N)=O)cc1OC	-8	1	17	0.9	1.1	1	1	-2	0.9	-11
Cc1ccc(NC(=O)C2(c3ccccc3)CC2(Cl)Cl)cc1C (configuration not stated)	0	1.9	20	0.9	1	1	0.9	-3	0.9	-6
Cc1cccc(NC(=S)N(CCCN2CCOCC2)Cc2ccco2)c1	-2	1.1	-15	1.2	1	1	1	-4	1.1	-10
CC(C)=C1SC(N2CCN(c3cccc(C(F)(F)F)c3)CC2)=NC1=O	-5	0.9	16	1	1	1.1	0.9	-6	1	-6
O=C(c1cccn2c(=O)c3ccccc3nc12)N1CCN(c2ccccn2)CC1	-5	1	15	1.1	1	1	1	-1	1	-4
COc1ccc(C)cc1S(=O)(=O)N(CC(=O)Nc1cccc([N+](=O)[O-])c1)c1ccc(C)cc1	1	0.74	-7	1.1	1	1	0.9	0	0.9	-3
CC1CCCCC1NC(=O)C1CCCN1S(=O)(=O)c1cccc2nsnc12 (configuration not stated)	-5	1.1	6	1	1.1	1.1	1	-7	1.1	12
CCC(=O)c1ccc(Oc2ccc(C(=O)c3ccc(C)cc3)cc2[N+](=O)[O-])cc1	0	0.79	15	0.9	1	1	0.9	2	0.9	15
CCOC(=O)C1CCN(Cc2cnc(Oc3ccc(C(C)(C)C)cc3)s2)CC1	2	0.98	-6	1	1	1.1	1	-7	1	-8
